# Compound activity from PubChem BioAssay.
# Pf gametocyte – late stage P. falciparum gametocyte viability inhibitors, primary screen, ATP luminescence, HTS | P. falciparum stage V gametocytes, 24 h | inhibition, % at 10.9 µM | 150,000 compounds, 0.065% hits | AID 743093, 2013;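 active means inhibition above the mean plus 3 SD of compounds within the control limits, set per campaign, cut at about 38% in these data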;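 further: 0% = DMSO wells and 100% = medium only without gametocytes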
# Numbers without * were called inactive. Some of the compounds tested (hit frequency here may not be typical).
SMILES,Pf gametocyte
O=C(O)c1[nH]c2ccccc2c1C(c1cc(Br)ccc1O)c1c(C(=O)O)[nH]c2ccccc12,-8
Clc1ccc(OCCCN2CCc3ccccc3C2)c(Br)c1,-5
Cc1ccc2c(c1)N(CC(=O)N1CCCC1)C(=O)C(C)O2 (stereo unspecified),-7
COc1cc(C2Nc3ccccc3NC3=C2C(=O)CC(C)(C)C3)cc(OC)c1OC(C)=O (stereo unspecified),14
CC(C)=CCC/C(C)=C/CC/C(C)=C/COc1ccc2ccc(=O)oc2c1,-24
C[C@@H](C(O)c1ccccc1)N(C)C(=O)CCc1ccccc1 (stereo partly specified),5
Cc1nc(SCc2nc3ccc(Cl)cc3[nH]2)c2oc3ccccc3c2n1,6
Cc1ccc(C2=N/C(=C\c3coc4ccccc4c3=O)C(=O)O2)cc1,-33
CCOC(=O)Nc1cccnc1Sc1ccc(Cl)cc1,11
COC(=O)c1sccc1NC(=O)c1c(Cl)cccc1Cl,6
Cc1ccc(C)c(NC(=O)CCN2CCN(C)CC2)c1,0
CC1CCCN(Cc2ccc(OCc3ccccc3)cc2)C1 (stereo unspecified),10
COc1ccc([C@@H]2Sc3ccccc3NC(=O)[C@@H]2O)cc1,-3
Cc1cccc(Nc2ccc([N+](=O)[O-])cn2)c1,-4
CN1CCN(C2Cc3cc(Cl)ccc3Sc3cc(F)ccc32)CC1 (stereo unspecified),13
Cc1c(/C(O)=C2\C(=O)C(=O)N(CCCN(C)C)C2c2ccco2)cnn1-c1ccccc1 (stereo unspecified),8
CC(C)(C)CC(C)(C)N=C1Nc2cc(Cl)c(Cl)cc2NC12C[C@H]1CCC(=O)N3CC[C@@H](C2)[C@@H]13 (stereo partly specified),-9
COCCN(C(=O)c1snc(C(N)=O)c1N)C(C(=O)NC1CCCCC1)c1ccc(OC)c(OC)c1 (stereo unspecified),-12
Cc1c(Cl)cccc1NC(=O)CS(=O)(=O)c1ccccc1,12
CC(=O)OC1[C@H](Oc2c(O)c(C)c3c4c2[C@@H](C)CC[C@@H]4[C@@H](C)C[C@@H]3C=C(C)C)OC[C@@H](O)[C@@H]1O (stereo partly specified),-8
CCCc1cc(=O)[nH]c(SCCc2ccccc2)n1,6
CCC(Cc1ccccc1)NC(=O)CCc1ccccc1 (stereo unspecified),3
CC(C)C[C@H](NC(=O)c1nc[nH]c1C(=O)N[C@@H](CC(C)C)C(=O)OCc1ccccc1)C(=O)OCc1ccccc1,22
COc1cccc([C@@H]2CC=C(C(=O)O)[C@H](c3ccccc3F)N2S(=O)(=O)c2ccc(C)cc2)c1,0
CC(=O)c1cccc(Oc2cc(NN3CCCCC3)c([N+](=O)[O-])cc2[N+](=O)[O-])c1,-28
COc1ccc(-c2sc3cc4c(cc3c2C#Cc2cncn2C)OCO4)cc1,0
CCC(CC)N1CCN(S(=O)(=O)c2ccc(OC)cc2)CC1,-3
CCOC(=O)C1=C(N)Oc2ccc3ccccc3c2C1c1cccc(O)c1 (stereo unspecified),-16
CCOc1cc(-c2sc(Nc3cc(C)ccc3OC)n[n+]2-c2ccccc2)ccc1OC,-5
C#CCOCCOCCOCCNc1nc(N2CCN(C(=O)[C@H](CO)n3cc([C@@H](N)C(C)C)nn3)CC2)nc(N2CCN(C(=O)[C@H](CCCCN)n3cc([C@@H](N)[C@H](C)CC)nn3)CC2)n1,6
CCC(CC)CN1CCN=C1Nc1ccccc1,-4
COc1ccc(N2CCN(CC(=O)Nc3cc(C)cc(C)c3)CC2)cc1,7
CC(C)(C)OC(=O)NCCCCCNC(=O)c1[nH]cnc1C(=O)Nc1ccccc1,13
COc1ccc(CCNC(=O)CSc2nnc(-c3ccccc3)o2)cc1OC,-30
CCOc1cc(CO)cc(Br)c1OCC(=O)O,5
c1nc(NCc2ccc3c(c2)OCO3)c2cc(-c3ccoc3)ccc2n1,1
COc1cc(-c2n[nH]c(=S)n2-c2ccc(Br)cc2)cc(OC)c1OC,-18
COc1ccc(N2C(=O)C(C)C(Cc3ccc(C)cc3)C2=O)cc1 (stereo unspecified),17
S=C(c1ccccc1)N1CCCC1,-20
CC(C)COc1ccc(-c2nn(-c3ccccc3)cc2/C=C2/SC(=S)N(CC(=O)O)C2=O)cc1,13
O=S(=O)(NC1CC2CCC1C2)c1ccc(Cl)cc1 (stereo unspecified),-13
Cc1ccc(S(N)(=O)=O)cc1NC(=O)c1ccc2c3c(cccc13)CC2,15
COc1ccc(-c2nn(-c3ccccc3)cc2/C=C2/SC(=S)N(CCCC(=O)O)C2=O)c(C)c1,24
CCOC(=O)c1ccccc1NC(=O)c1cn(CC)c2nc(C)ccc2c1=O,5
O=C(Nc1cccc(Cl)c1)NC1CC2CCC1C2 (stereo unspecified),4

# An excerpt of these results, as labelled records:
molecule: COc1ccc(N2C(=O)C(C)C(Cc3ccc(C)cc3)C2=O)cc1 (stereo unspecified)
  Pf gametocyte = 17

molecule: S=C(c1ccccc1)N1CCCC1
  Pf gametocyte = -20

molecule: CC(C)COc1ccc(-c2nn(-c3ccccc3)cc2/C=C2/SC(=S)N(CC(=O)O)C2=O)cc1
  Pf gametocyte = 13

molecule: O=S(=O)(NC1CC2CCC1C2)c1ccc(Cl)cc1 (stereo unspecified)
  Pf gametocyte = -13

# (continued)
SMILES,Pf gametocyte
CC(=O)N(Cc1ccccc1)c1c(N)nc(N)[nH]c1=O,2
Cn1nnnc1Sc1ncnc2scc(-c3ccc(C(F)(F)F)cc3)c12,12
c1ccc(Cn2nnc3ccccc32)cc1,3
C[C@H](CO)N1C[C@H](C)[C@@H](CN(C)Cc2ccc(C(=O)O)cc2)Oc2c(NC(=O)Cc3ccccc3)cccc2C1=O,9
O=C(Nc1nnc(CCc2ccccc2)s1)c1ccc(F)cc1,-21
COc1ccc(N(C)C(=O)c2sc(Cl)nc2C)cc1,0
COc1cccc(N2CCC(N3CCN(C)C(CCO)C3)CC2)c1 (stereo unspecified),-1
CCCCC(CC)CNCc1cccn1CCN1CCOCC1 (stereo unspecified),-26
COC(=O)c1c(-c2ccc(OC)cc2)sc2ccc(N3CCOCC3)cc12,-1
CCOC(=O)c1cccc(OS(=O)(=O)Cc2ccccc2)c1,-10
Nc1ccccc1C#Cc1ccc([N+](=O)[O-])cc1,1
COc1cccc(-c2sc3ccc(OC)cc3c2C#CCCO)c1,-4
Cc1cc2c(NCc3ccccc3)ncnc2s1,-15
CCOC(=O)c1ccc(Nc2nc(C)nc3c2nnn3Cc2ccccc2)cc1,2
COc1cc2c(cc1OC)C(c1cccc(F)c1)CC(=O)N2 (stereo unspecified),11

# In the list so far, 3 contain two or more sulfur atoms:
SMILES,Pf gametocyte
CC(C)COc1ccc(-c2nn(-c3ccccc3)cc2/C=C2/SC(=S)N(CC(=O)O)C2=O)cc1,13
COc1ccc(-c2nn(-c3ccccc3)cc2/C=C2/SC(=S)N(CCCC(=O)O)C2=O)c(C)c1,24
Cn1nnnc1Sc1ncnc2scc(-c3ccc(C(F)(F)F)cc3)c12,12

# Returning to the listing; the 2 compounds before the break are reprinted first.
SMILES,Pf gametocyte
CCOC(=O)c1ccc(Nc2nc(C)nc3c2nnn3Cc2ccccc2)cc1,2
COc1cc2c(cc1OC)C(c1cccc(F)c1)CC(=O)N2 (stereo unspecified),11
Cc1nc(NCCc2ccc(Cl)cc2)c2nnn(Cc3ccccc3)c2n1,2
O=C(Nc1ccc(CN2CCOCC2)cc1)c1ccco1,9
O=C(OCc1c(-c2ccccc2)ncc2ccccc12)c1ccco1,-7
CCN(CC)C(=O)c1[nH]cnc1C(=O)N[C@@H](Cc1ccccc1)C(=O)OC(C)(C)C,2
CCOc1ccc(C(=O)N2CCN(CCc3ccccc3)CC2)cc1OCC,-8
COc1ccc(N(C(=O)c2cnccn2)C(C(=O)NC2CCCCC2)c2ccc(Cl)cc2)cc1 (stereo unspecified),-12
OC(CC#CCN1CCOCC1)(c1ccccc1)c1ccccc1,-4
O=C(O)Cn1c(=O)n(Cc2ccccc2)c2ccccc21,6
COc1cc(C(=O)N2CCCN(c3nc4cc(C)ccc4cc3C#N)CC2)cc(OC)c1OC,10
CCCn1c(C(CO)Nc2nc(C)cs2)nc2ccccc21 (stereo unspecified),17
Cc1ccccc1CSCC(=O)Nc1ccccc1Br,11
C[C@@]12C(=O)N(c3ccc(F)cc3)C(=O)N1[C@@H]1c3ccccc3OC[C@@H]1[C@H]2c1ccccc1,5
Fc1ccc(Nc2ncnc3ccccc23)cc1,14
CCCOC(c1ccccc1)(c1ccc(C(F)(F)F)cc1)C(Oc1nc(C)cc(C)n1)C(=O)O (stereo unspecified),6
CS(=O)(=O)N(CC(=O)N1CCCCCC1)c1cccc([N+](=O)[O-])c1,23
O=C1N(c2ccccc2C(F)(F)F)OC1(Cc1ccccc1)c1ccccc1 (stereo unspecified),3
COc1ccc(CNCCc2ccc([N+](=O)[O-])cc2)c(OC)c1OC,-19
C[C@@H]1CCC(=O)N(C[C@@H](C)CSc2ccccc2)CC1,-29
O=C(NN1CCOCC1)c1cccc(Br)c1,1
CC(C)(C)CNC(=O)[C@]1(C)CCC[C@@]2(C)C3CC[C@@]4(C)C[C@]3(CCC21)CC4=O (stereo partly specified),22
O=[N+]([O-])c1ccc(NCCN2CCOCC2)c([N+](=O)[O-])c1,-19
CCOCCCn1c(SCC(=O)Nc2ccccc2)nc2ccccc2c1=O,12
O=c1[nH]c(/C=C\c2cccc(O)c2)nc(O)c1[N+](=O)[O-],5
Cc1ccc(Cl)c(OCC(=O)N2CCc3ccccc3C2)c1,-33
O=C(NCCNC(=O)c1ccccc1[N+](=O)[O-])c1ccccc1[N+](=O)[O-],2
CCOC(=O)C1(Cc2cccc(OC)c2)CCCN(S(=O)(=O)CC)C1 (stereo unspecified),9
O=C1CN(C(=O)c2cccc([N+](=O)[O-])c2)CC(=O)N1,-10
CS(=O)(=O)N(CC(=O)NCCSCc1ccccc1Cl)c1ccc(F)cc1,-7
CC(=O)c1c(C)n(-c2ccc(C)cc2)c2ccc(O)cc12,2
CC(C)NC(=S)NNc1ncnc2sc3c(c12)CC(C)(C)OC3,-1
O=C(CN1CCCCC1)N/N=C/c1ccc(Cl)cc1Cl,1
COc1ccc(C2=Nn3c(nnc3-c3ccccc3OC)SC2)cc1OCC1CC1,32
CC(=O)OC(C(=O)Nc1nccs1)c1ccccc1 (stereo unspecified),-9
O=C1NC(c2ccccc2)Oc2ccccc21 (stereo unspecified),-19
Cc1cc(Nc2cccc(Cl)c2Cl)n2ncnc2n1,-10
O=C(c1ccco1)N1CCN(S(=O)(=O)c2ccc(Cl)cc2)CC1,4
O=C(Nc1ccccc1)c1nc[nH]c1C(=O)NCCCNC(=O)c1[nH]cnc1C(=O)Nc1ccccc1,-7
Nc1cccc(C#Cc2ccc3c(=O)c4ccccc4oc3c2)c1,4
Cc1ccc(C(=O)NC(C)C2CC3CCC2C3)cc1 (stereo unspecified),-3
CCOc1ccc(C(=S)N2CCCC2)c(OCC)c1,-6
C[C@H](NC(=O)CCC1CCC(=O)N1)c1ccccc1 (stereo partly specified),4
CCCn1c(=O)c(C(=O)NC(C)c2ccccc2)c(O)c2ccccc21 (stereo unspecified),-14
CCOc1ccc(C(=O)O[C@H]2[C@H](Cc3ccccc3)NS(=O)(=O)[C@H]3C[C@@H]4C=C[C@]23O4)cc1,9
Cn1cc[n+](C)c1COc1ccc(C=O)cc1,23
O=C(Cc1cccc(NC(=O)C2CCN(C(=O)C3CCCC3)CC2)c1)Nc1cccc(C(=O)N2CCCC2)c1,-6

# Part of the list above in a different format.
canonical_smiles | Pf gametocyte
O=C(Nc1ccc(CN2CCOCC2)cc1)c1ccco1 | 9
COCCN(C(=O)c1snc(C(N)=O)c1N)C(C(=O)NC1CCCCC1)c1ccc(OC)c(OC)c1 (stereo unspecified) | -12

# Other results.
SMILES,Pf gametocyte
CC(=O)Nc1cccc(-c2nc3ccccc3o2)c1,6
CC(=O)CSc1nc2c(c(=O)[nH]c(=O)n2C)n1Cc1cccc(Br)c1,27
CCOc1ccc(-c2c(=O)n(OCc3ccc([N+](=O)[O-])cc3)c3ccccc3[n+]2[O-])c(OCC)c1,4
CCOC(=O)c1ccc2c(c1)C1C=CCC1C(C(=O)OCC)N2 (stereo unspecified),10
CC1O[C@@H](O[C@H](C)CC[C@@H](C)O)C(O)C[C@H]1O (stereo partly specified),-13
Cc1nc2ccccc2cc1C(=O)NCc1ccccc1,-5
C[C@@H]1COC(=O)[C@H](Cc2ccc(F)cc2)C/C=C\C[C@@H](CC(=O)NCCO)C(=O)N1,6
Cc1ccc(S(=O)(=O)Nc2cccnc2)c(C)c1C,7
CCN1CCN(C(=O)/C=C/c2ccc(C(C)C)cc2)CC1,20
CCCCCCOC(=O)C1=C(C)NC(=O)NC1c1ccc2c(c1)OCO2 (stereo unspecified),12
CCOc1ccc2ccccc2c1/C=N/NC(=O)c1c(C)cc(C)[nH]c1=O,24
COc1cccc2c(=O)c(C(=O)NCCc3ccccc3)c[nH]c12,-7
Cc1nc(NC(=O)c2cccnc2Cl)sc1C,9
O=C(CNC1CCCCC1)Nc1ccc(Cl)cc1,-28
Cn1nnnc1Sc1ncnc2scc(-c3cccc(C(F)(F)F)c3)c12,-6
CCOC(=O)C1=C(C)N=c2s/c(=C/c3ccc(OCC(=O)O)cc3)c(=O)n2C1c1cc(OC)c(OC)c(OC)c1 (stereo unspecified),-26
C[C@@H](NC(=O)c1nc[nH]c1C(=O)NCCCCCNC(=O)OC(C)(C)C)c1ccccc1,-12
O=C(O)c1ccc2c(c1)C(=O)N(c1ccc(OCc3ccccc3)cc1)C2=O,3
O=C(Cc1ccc(Cl)cc1)NCCc1ccc(F)cc1,-22
C=CC[C@@H](CC(=O)NCCO)C(=O)NC[C@@H](OC(=O)[C@H](CC=C)CC(=O)OC(C)(C)C)c1ccccc1,-24
CC1(C)CC(=O)C2=C(C1)Nc1ccccc1NC2c1ccccc1F (stereo unspecified),9
COc1ccc(C(=O)Nc2ccccc2-c2nnn(CC(N)=O)n2)cc1,-21
